Compound activity: PubChem BioAssay, several laboratories
STAT3 act: STAT3 signaling activation; AID 871; U3A cells, IL-6 STAT3-luciferase reporter, luminescence; 100% = signal with IL-6 EC80 alone; 190,000 tested, 0.91% active; activation (% of control), % at 5.6 µM;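 active = activation above the screen-wide mean of compound activation plus 3 SD, cut at about 130% in these data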;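 also: 0% = background luminescence of wells with medium and substrate only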
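Test system: STAT3-luciferase reporter U3A cells; Detection: reporter luminescence signal; Times: 1 h compound pre-exposure, 6 h IL-6 stimulation, 37 °C; Benchmarks: IL-6-only high control; Also added: IL-6 stimulus at 33 ng/mL final.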
Hsp70 activator: Hsp70 transcriptional activation, primary screen. HeLa Hsp70 promoter luciferase reporter, luminescence; scaled: vehicle 0, proteasome-inhibitor control 100%. activation, % at 10 µM. 200,000 tested, 0.04% active. AID 1203;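 active = activation above the mean across all tested compounds plus 3 SD, cutoff set per campaign, cut at about 5.5% in these data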;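 also: 100% = MG132 at 30 µM as the positive control and 0% = DMSO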
STAT1 act: increases IFN-gamma driven STAT1 reporter signal; NIH 3T3 STAT1-luciferase reporter, luminescence; 100% = IFN-gamma alone, no compound; activation (% of control), % at 5.5 µM; 200,000 tested, 2.6% active; AID 932;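 active = activation above the screen-wide mean activation plus 3 SD, cut at about 130% in these data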;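 also: raw ratio to IFN-gamma control signal so 100% means no change and 0% no light; values of inactives mirror those of a sister screen read the other way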
STAT3 blocker: reduces IL-6 driven STAT3 reporter signal; U3A cells, IL-6 STAT3-luciferase reporter, luminescence; host cell line lacks STAT1; inhibition, % at 5.5 µM; 190,000 tested, 0.89% active; AID 862;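 active = inhibition above the mean inhibition across all screened compounds plus 3 SD, cut at about 44% in these data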;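 also: 0% = DMSO only wells and 100% = 100 µM nifuroxazide control wells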
RAM inhibit: inhibitors of the yeast RAM network; S. cerevisiae dse1pr::URA3 reporter, 5-FOA growth OD615, 2 d; analog-sensitive cbk1-as2 kinase mutant strain; 190,000 tested, 1.8% active; inhibition, % at 50 µM;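 active = inhibition above a set limit, 3 SD over mean compound inhibition, cut at about 8.4% in these data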;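 also: 0% = DMSO-only wells with no growth and 100% = 10 µM 1-NA-PP1 full growth; inhibition rescues growth on 5-FOA so higher OD means more RAM inhibition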
NF-kB expr up: NF-kB expression increase, human neuronal cells | AID 1239 | 190,000 tested, 1.6% active | fold change at 12.5 µM | NF-kB reporter expression; active compounds read high; in the data active = fold change above about 3.3
STAT1 blocker: STAT1 signaling inhibition. NIH 3T3 STAT1-luciferase reporter, IFN-gamma, luminescence. inhibition, % at 5.5 µM. 200,000 tested, 0.35% active;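 active = inhibition above a set limit, the mean inhibition across all tested compounds plus 3 SD, cut at about 34% in these data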;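 also: 0% = IFN-gamma with DMSO and 100% = IFN-gamma with 300 µM nifuroxazide; values of inactives mirror those of a sister screen read the other way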
APP transl inh: APP translation inhibition; SH-SY5Y APP 5'UTR-luciferase reporter, luminescence; inhibition, % at 2 µM; 190,000 tested, 0.82% active; AID 1285;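 active = inhibition above a set limit, derived from the sample mean plus 3 SD, cut at about 45% in these data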; also: values of inactives mirror those of a sister screen read the other way
APP 5'UTR act: APP 5'UTR luciferase reporter activation. SH-SY5Y APP 5'UTR luciferase reporter, luminescence; zero percent = DMSO vehicle wells. activation, % at 2 µM. 190,000 tested, 1% active. AID 1276;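 active = activation above a set limit, based on mean plus 3 SD of controls, cut at about 140% in these data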; also: values of inactives mirror those of a sister screen read the other way
FLuc inh counter: counter-screen for luciferase assay inhibitors: firefly luciferase inhibition. P08659. ATPLite firefly luciferase biochemical luminescence, 10 min. inhibition, % at 10 µM. 200,000 tested, 1.5% active. AID 1006;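 active = inhibition above about 50% when tested at 10 µM, limit read from the data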
Target sequence (P08659 whole entry, looked up): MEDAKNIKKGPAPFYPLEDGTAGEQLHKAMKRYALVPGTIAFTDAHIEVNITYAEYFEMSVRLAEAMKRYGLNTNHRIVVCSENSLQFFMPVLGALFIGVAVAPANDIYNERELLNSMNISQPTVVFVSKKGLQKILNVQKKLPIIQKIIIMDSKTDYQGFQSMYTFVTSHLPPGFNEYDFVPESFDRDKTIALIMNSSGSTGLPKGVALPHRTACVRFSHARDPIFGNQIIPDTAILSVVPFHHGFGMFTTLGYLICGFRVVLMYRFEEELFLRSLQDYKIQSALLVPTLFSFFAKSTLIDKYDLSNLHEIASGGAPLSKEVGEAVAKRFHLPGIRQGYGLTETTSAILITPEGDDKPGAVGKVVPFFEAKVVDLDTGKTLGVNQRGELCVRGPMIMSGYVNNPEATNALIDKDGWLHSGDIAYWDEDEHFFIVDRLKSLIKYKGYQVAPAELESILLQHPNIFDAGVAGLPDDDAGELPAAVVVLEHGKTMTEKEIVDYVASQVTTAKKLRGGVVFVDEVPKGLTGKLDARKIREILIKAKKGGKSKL
Numbers without * were called inactive; x = no result given.

canonical_smiles,NF-kB expr up,Hsp70 activator,FLuc inh counter,APP transl inh,STAT3 blocker,APP 5'UTR act,STAT1 blocker,STAT1 act,RAM inhibit,STAT3 act
Cc1cc(C)c(S(=O)(=O)NCCn2ccc3ccccc32)c(C)c1,1.1,0.3,-9,-11,7,11,-3,103,-0.7,101
CCCCC(CC)Cn1c2nc3ccccc3nc2c2c(=N)oc(C)nc21 (stereo unspecified),1.1,-0.3,-6,-9,6,9,-3,103,1.7,98
O=C(CN1CCN(c2ncccn2)CC1)NCc1ccc2c(c1)OCO2,0.9,-0.2,-4,-10,1,10,-1,99,0.9,107
Cc1ccc(/C=N/NC(=O)NC2CCCCC2)o1,1.5,0.1,-1,-14,2,14,-12,110,-0.5,99
COC(=O)[C@@H](NC(=O)c1ccc(OC2CCN(Cc3ccccn3)CC2)cc1)C(C)C,1.1,-0.2,-8,-25,4,25,-8,107,-0.1,101
Cn1c(=O)c2c(nc(N/N=C/c3ccc(OC(=O)c4ccco4)cc3)n2Cc2ccc(F)cc2)n(C)c1=O,0.88,-0.4,0,14,3,-14,9,92,4.9,96
Cc1cc(C)cc(-n2ccnc2SCC(=O)O)c1,1.1,-0.2,-1,16,5,-16,6,95,-0.2,96
COc1cc(OC)cc(C(=O)N[C@H](C(=O)Nc2cc(C)cc(C)c2)C(C)C)c1,1.1,-0.1,-6,4,4,-4,9,90,2.0,101
Cc1nc2c(Br)c3nc(C(F)(F)F)[nH]c3c(Br)c2[nH]1,0.56,0.2,-7,10,6,-10,1,99,0.0,99
O=C(Cc1ccc(F)cc1)Nc1cccc2cccnc12,1.6,-0.6,-6,-13,15,13,-4,104,3.2,88
O=C(NCc1ccccc1)c1csc2c1CCCCC2,1.6,0.1,-2,-13,-1,13,1,99,1.9,99
O=C(Nc1ccc(N2CCN(Cc3ccccc3)CC2)cc1)c1ncn[nH]1,1.9,0.0,-18,12,14,-12,-6,105,2.3,90
Cc1ccccc1Cn1cc(S(=O)(=O)CC(=O)N2CCCCC2)c2ccccc21,1.1,-0.3,-3,-8,2,8,1,99,3.5,101
C=CCNc1nc(NCC)nc(N2CCOCC2)n1,1.3,-0.1,-7,16,-4,-16,-4,104,2.8,108
COc1ccc2ccccc2c1/C=N/NC(=O)c1sc(N)c(C#N)c1C,0.92,0.0,-3,-2,9,2,1,99,0.9,92
CCN(CC(=O)Nc1ccc2c(c1)OCCO2)S(=O)(=O)c1cccs1,1.5,-0.2,1,-13,8,13,0,100,-0.1,98
CN(C)CCCN(C(=O)COc1ccccc1)c1nc2c(F)cccc2s1,1,-0.2,3,6,11,-6,-10,107,1.5,99
CCNC(=O)N1CCNC(=O)C1CC(=O)OC (stereo unspecified),0.88,-0.4,4,-5,-6,5,-13,112,1.7,109
CCOC(=O)C(C)On1c(SC(C)C(=O)OCC)nc2ccccc2c1=O (stereo unspecified),1.2,-0.2,-9,-9,-1,9,-4,104,2.2,104
CN(C)C(=O)c1c2c(nc3ccccc13)-c1ccccc1CC2,1.2,-0.4,0,12,0,-12,2,98,1.7,107
Cc1nnc(SCC(=O)NN2C(=O)NC3(CCCCC3)C2=O)s1,1.1,-0.1,-8,3,1,-3,-2,102,0.0,101
Fc1ccc(NC(=S)Nc2nccs2)cc1,9.1*,0.0,3,-71,21,71,-11,110,0.5,86
CCCCc1ccc(NC(=O)c2c(C)noc2C)cc1,1.4,0.2,0,21,18,-21,-7,106,-1.1,89
CC1CCCC(NC(=O)COC(=O)c2ccc3ccccc3n2)C1C (stereo unspecified),0.88,-0.2,-4,-11,1,11,4,97,0.3,102
CCc1nnc(NC(=O)c2cc(S(=O)(=O)N3CCN(c4ccccc4)CC3)ccc2Cl)s1,0.77,-0.1,-1,-1,-2,1,9,92,3.6,105
Cc1cc(C)cc(NC(=O)CN(Cc2ccccc2)S(C)(=O)=O)c1,1.1,-0.3,-2,1,-3,-1,5,95,0.6,103
CC1(C)C(=O)NCCN1C(=O)CCCC(=O)O,0.99,-0.2,-3,-3,3,3,-1,101,0.6,100
CCOC(=O)CSc1nnc(SCCN2C(=O)c3ccccc3C2=O)s1,1.1,0.1,-4,-9,1,9,1,99,-0.1,101
CC(C)CCn1c(=O)c2ccccc2n2c(CN3C(=O)NC4(CCC(C)CC4)C3=O)nnc12 (stereo unspecified),0.91,-0.3,-2,-12,2,12,-4,104,1.3,101
CC(C)C(=O)N1CCN(c2ccccc2NC(=S)NC(=O)c2cccs2)CC1,1.1,-0.3,-4,3,-8,-3,-2,100,6.0,107
CC1(C)CC(=O)C2=C(C1)N=C1c3ccccc3C(=O)C1C2c1ccc(Cl)cc1 (stereo unspecified),0.42,-0.4,-4,-9,6,9,4,97,4.3,101
C=CCNC(=O)/C(=C/c1ccccc1OCC)NC(=O)c1ccccc1,0.95,-0.1,-7,-10,-2,11,2,98,1.0,104
CCC(C)C(NC(=O)C(C)NC(=O)CNC(=O)OC(C)(C)C)C(N)=O (stereo unspecified),1.1,-0.1,-6,8,5,-7,4,94,1.4,97
O=C(COC(=O)CCc1c[nH]c2ccccc12)NCc1ccccc1,1.1,-0.3,-5,-9,-1,9,-2,102,1.6,101
CCS(=O)(=O)n1nc(-c2ccc(Cl)cc2)nc1N,1.2,-0.2,0,2,6,-2,-8,108,1.6,96
COc1ccc(C2=C/C(=C\c3cccc(OC(C)=O)c3)C(=O)O2)cc1,1.3,-0.3,44,2,4,-2,-7,106,4.4,98
Clc1cccc(Cl)c1Cn1cnc2c(N3CCCCCC3)ncnc21,0.91,0.2,-5,-16,-41,16,-4,103,-0.8,138*
Cc1ccc(-n2c(C)csc2=N)cc1,3.5*,0.3,59*,-113,15,113,-27,125,-0.5,92
O=S(=O)(NCCSCc1ccc(Cl)cc1Cl)c1ccc2c(c1)OCCO2,0.98,-0.4,-9,6,14,-7,0,100,12*,93
COc1ccc(C(=O)OCCNC(=O)c2ccncc2)cc1OC,1,-0.2,-1,-7,-13,7,9,92,1.5,107
c1cnn(-c2cc(N3CCOCC3)ncn2)c1,1.2,0.0,-4,-27,11,27,-6,106,0.4,93
N#CCc1nnc2n1-c1ccccc1CCC2,0.96,1.6,0,0,9,1,-7,106,0.3,96
NC(=O)C1=C[C@@H](c2csc3ccccc23)C[C@@H](OCCCCO)O1,0.99,0.5,2,1,x,-1,10,92,0.4,x
O=C(C1CCCN1S(=O)(=O)c1ccc(Cl)c(Cl)c1)N1CCCCC1 (stereo unspecified),1.1,-0.3,-9,10,5,-10,0,100,2.1,98
CCSc1nc(C)c(C(C)=O)cc1C#N,1.2,-0.4,-6,-6,-13,6,0,100,0.1,111
Cn1nccc1C(=O)Oc1cccc(/C=N/NC(=O)c2ccccc2O)c1,2,0.1,43,-6,38,6,-6,104,2.0,71
O=C(N/N=C/c1ccc(-c2ccccc2Cl)o1)c1ccccc1,1.2,0.1,5,-30,13,30,-42,137*,3.1,98
CN(C)c1ccc(C(=S)N2CCCCC2)cc1,1.8,-0.1,2,-31,5,31,-14,111,0.1,98
CN(C)/C=C(/C(=O)c1ccc(Cl)cc1)n1cncn1,1.4,-0.1,-7,0,8,0,-4,102,2.7,98
Cc1ncc(CO)c(/C=N/NC(=S)Nc2ccc(Cl)c(Cl)c2)c1O,x,-0.3,-4,32,14,-32,-3,103,-1.1,93
CCCCCC(=O)Nc1cccc(-c2nc3ncccc3o2)c1,0.88,-0.2,0,3,29,-3,0,100,-0.3,77
COC(=O)c1cc(Br)c(=O)n(CCc2ccccc2)c1,1,0.0,-6,-18,20,18,-2,102,3.0,84
CCn1c(SCC(=O)N2CCCc3ccccc32)nc2c1c(=O)n(C)c(=O)n2C,0.51,-0.4,-6,9,6,-9,-1,101,2.8,98
COC(=O)c1ccc(C)c(NC(=O)c2ccc(Cn3cc([N+](=O)[O-])cn3)o2)c1,1.2,-0.1,0,-7,5,7,12,89,1.1,95
Cc1nc2ccc(NC(=O)N3CCCCC3)cc2s1,1.6,-0.1,1,-6,-6,6,-17,115,-0.6,107
CCN1CCN(c2c(Cl)cccc2NC(=O)c2ccc(Br)o2)CC1,1.5,-0.3,-7,-20,16,21,-6,106,-0.1,89
Cc1ccc(S(=O)(=O)N/N=c2\sc3ccccc3n2C)cc1,1.1,-0.2,-4,-16,-6,16,14,87,3.0,101
COc1ccc(-c2[nH]ncc2-c2cscn2)c(O)c1,1.1,-0.1,-6,5,2,-5,6,94,3.0,102
COc1cc(NC(=O)CN2C(=O)NC(C)(CC(C)C)C2=O)cc(OC)c1 (stereo unspecified),0.94,0.0,-4,16,4,-16,8,92,-0.3,96
Cc1onc(-c2ccccc2)c1C(=O)Nc1ccc(S(=O)(=O)NC2=NCCCCC2)cc1,0.88,-0.1,-7,-6,2,6,-2,102,2.7,102
COc1ccccc1-c1nnc(SC(C)C(=O)O)n1-c1ccccc1 (stereo unspecified),0.98,-0.4,-7,5,-8,-5,3,96,1.8,111
